Mtb BioA inh = BioA (M. tuberculosis) enzyme inhibition; purified M. tuberculosis BioA enzyme, plate reader; inhibition, % at 9.99 µM; 360,000 compounds, 0.096% hits; AID 602481; in the data active = inhibition above about 40%; inconclusive = no clear call, values can overlap the other calls
FadD28 FP inh = inhibitors of Mycobacterium tuberculosis FadD28 bisubstrate binding. FadD28 bisubstrate probe binding, fluorescence polarization. inhibition, % at 12.5 µM. 360,000 compounds, 0.22% hits. AID 588549; in the data active = inhibition above about 8.5%, passing the limit was not always enough; inconclusive = no clear call, values can overlap the other calls
BoNT-F LC inh = BoNT F light chain protease inhibition | Multiplex microsphere protease cleavage assay, flow cytometry | AID 588497 | inhibition, % at 10 µM | 360,000 compounds, 0.22% hits; in the data active = inhibition above about 35%, passing the limit was not always enough; inconclusive = no clear call, values can overlap the other calls; also: plate controls were buffer without enzyme for full effect and enzyme alone for no effect
FBA Mtb inh = inhibits M. tuberculosis FBA enzyme; P9WQA3; purified M. tuberculosis FBA, fluorescence read-out; inhibition, % at 1 µM; 360,000 compounds, 2.3% hits; AID 588726; in the data active = inhibition above about 27%;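 also: 0% = vehicle and 100% = reference inhibitor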
Anthrax LF inh2 = blocks Bacillus anthracis lethal factor protease | P15917 | multiplex microsphere protease cleavage assay, LF | inhibition, % at 10 µM | 360,000 compounds, 0.12% hits | AID 588501; also: plate controls were buffer without enzyme for full effect and enzyme alone for no effect
Target sequence (P15917 whole entry, looked up): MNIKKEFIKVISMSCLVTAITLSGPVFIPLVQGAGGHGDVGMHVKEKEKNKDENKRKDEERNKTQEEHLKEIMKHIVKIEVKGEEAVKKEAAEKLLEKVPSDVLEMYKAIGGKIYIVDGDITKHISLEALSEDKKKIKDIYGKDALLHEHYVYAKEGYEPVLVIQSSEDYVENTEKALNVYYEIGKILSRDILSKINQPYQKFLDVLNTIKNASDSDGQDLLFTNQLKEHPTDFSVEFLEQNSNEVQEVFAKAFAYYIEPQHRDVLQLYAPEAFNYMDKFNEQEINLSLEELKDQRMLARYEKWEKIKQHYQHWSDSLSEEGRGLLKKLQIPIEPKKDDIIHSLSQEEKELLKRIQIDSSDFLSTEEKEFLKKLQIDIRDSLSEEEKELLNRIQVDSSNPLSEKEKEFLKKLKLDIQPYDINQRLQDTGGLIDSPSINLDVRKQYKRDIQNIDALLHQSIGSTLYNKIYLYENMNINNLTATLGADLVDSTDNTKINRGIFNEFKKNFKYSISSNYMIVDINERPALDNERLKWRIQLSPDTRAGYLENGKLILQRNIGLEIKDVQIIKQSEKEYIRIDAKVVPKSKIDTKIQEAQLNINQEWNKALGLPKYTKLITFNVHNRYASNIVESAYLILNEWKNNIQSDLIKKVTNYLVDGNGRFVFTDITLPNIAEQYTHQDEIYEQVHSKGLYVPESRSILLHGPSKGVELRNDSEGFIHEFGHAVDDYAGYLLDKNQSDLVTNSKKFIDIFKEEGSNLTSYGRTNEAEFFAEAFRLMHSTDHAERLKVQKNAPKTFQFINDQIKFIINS
UGM FP inh = inhibitors of M. tuberculosis UDP-galactopyranose mutase; P9WIQ1; purified UGM, fluorescence polarization probe displacement; inhibition, % at 10 µM; 320,000 compounds, 0.06% hits; in the data active = inhibition above about 10%, passing the limit was not always enough; inconclusive = no clear call, values can overlap the other calls
BoNT A protease = blocks Botulinum neurotoxin A light chain protease; multiplex microsphere protease substrate cleavage, flow cytometry; inhibition, % at 10 µM; 360,000 compounds, 0.17% hits; also: plate controls were buffer without enzyme for full effect and enzyme alone for no effect
GDH-TPI inh = inhibits GDH-TPI coupling enzymes, artifact for Mtb FBA screen | GDH-TPI coupled enzyme counterscreen, NADH absorbance | inhibition, % at 4.8 µM | 360,000 compounds, 1.2% hits; in the data active = inhibition above about 30%;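 also: 0% = DMSO wells and 100% = wells lacking the enzyme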
PfHsp40 yeast = restores yeast growth despite PfHsp40 toxicity; S. cerevisiae expressing PfHsp40, growth rescue, ATP luminescence; growth rescue, % at 12.5 µM; 340,000 compounds, 0.68% hits; in the data active = growth rescue above about 28%, passing the limit was not always enough; inconclusive = no clear call, values can overlap the other calls;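 also: yeast W303a lacking pdr1 and pdr3 grown in galactose medium; growth measured after three days at 30 °C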
Numbers without * were called inactive; ? = inconclusive; nt = not tested or not shown; + = active, no number; & = joins results of further samples. Rule as the data show it, unless noted: active = inhibition above about 30%; inconclusive = no clear call, values can overlap the other calls; inactive = below that.

Below each compound – PfHsp40 yeast | GDH-TPI inh | Mtb BioA inh | BoNT A protease | UGM FP inh | FadD28 FP inh | Anthrax LF inh2 | BoNT-F LC inh | FBA Mtb inh
CCOC(=O)CSc1nc2ccccc2n1C(=O)OCC
→ 0.7 | 2 | -0.6 | 2.5 | -0.7 | 0.3 | -4 | 9 | 1
Cc1c(Cl)cccc1NC(=O)CC1SCCNC1=O (stereo unspecified)
→ -1.0 | 4 | -2.3 | 2.6 | -3.9 | -1.8 | -1 | 1 | 2
Nc1nc(NCCc2ccccc2)nc(NCCO)c1[N+](=O)[O-]
→ -0.8 | 27 | -1.9 | -1.0 | 1.2 | -2.1 | 1 | 8 | -1
N#Cc1ccc(CN2CCN(c3ccc(S(=O)(=O)N4CCCC4)cn3)CC2)cc1
→ 0.0 | 0 | -0.3 | 1.1 | -2.0 | nt | 3 | 2 | -1
CC(C)CC1CCCCC1OC(=O)C[N+]1(C)CCCCC1 (stereo unspecified)
→ -0.7 | -1 | nt | -0.9 | 1.5 | -3.2 | -8 | -9 | 1
COc1ccc(-n2c(SCC(=O)Nc3nccs3)nc3c(c2=O)SC(C)C3)cc1 (stereo unspecified)
→ -1.0 | 24 | 2.3 | 0.0 | -0.3 | 0.0 | -12 | -6 | 4
Cc1cccc(NC(=O)NNC(=O)CCc2ccccc2)c1
→ 0.2 | -6 | 0.2 | -1.1 | -1.2 | 1.7 | 1 | -3 | 4
Cc1ccc(C2Nc3cccc4cccc(c34)N2)s1
→ -1.6 | 4 | -1.5 | 0.6 | 2.4 | 1.6 | -2 | -8 | 3
COc1cccc(/C=N/Nc2c(Cl)cncc2Cl)c1O
→ 4.7 | 13 | 4.7 | -0.2 | 1.2 | -5.1 | 2 | -30 | 0
COc1cccc(NC(=O)Nc2nnc(N3C(C)CCCC3C)s2)c1 (stereo unspecified)
→ 0.6 | 5 | -0.3 | 0.5 | 1.3 | 0.6 | 3 | 3 | 0
Cc1c(NC(=O)Nc2ccc(C(C)C)cc2)c(=O)n(-c2ccccc2)n1C
→ -0.8 | 4 | -1.5 | 0.2 | 0.1 | -0.3 | -3 | 5 | 2
Cc1ccc(C(=O)Nc2cccc(C(F)(F)F)c2)cc1NC(=O)c1ccno1
→ 1.3 | 6&5 | 1.0&0.1 | -0.1&-0.5 | -1.9 | -5.8&-3.1 | 2&2 | 0&3 | -4&0
CCOc1ccc(CN(CCCl)CCCl)cc1C(=O)OC
→ -0.2 | -1 | 3.8 | 0.9 | -0.7 | -0.8 | -1 | 2 | 2
COc1ccc(S(=O)(=O)n2ccc(-c3ccc4c(c3)CCC(C)(C)O4)n2)cc1
→ nt | -2 | -0.7 | nt | 1.9 | 0.0 | nt | nt | 7
Cc1ccc(SC2=C(Sc3ccc(C)cc3)C(=O)c3ccccc3C2=O)cc1
→ -0.6 | 7 | -1.1 | -2.3 | 0.0 | -1.5 | -2 | ? | -1
CC(C)(C)N(Cc1ccccc1)C(=O)COC(=O)C1CC(=O)N(Cc2ccccc2)C1 (stereo unspecified)
→ 0.3 | -6 | 2.1 | -2.1 | nt | -2.7 | 0 | 3 | 1
COCCN(CCOC)S(=O)(=O)c1ccc(C(=O)NCCCN2CCOCC2)cc1
→ -1.0 | -9 | -0.4 | 0.1 | 0.5 | -0.8 | -1 | 10 | 2
CN1CCN(CCCNC(=O)Nc2cccc3ccccc23)CC1
→ -1.4 | 6 | -0.4 | 0.3 | -2.7 | -2.3 | -2 | 4 | 13
CCOC(=O)Cc1nnc(NC(=O)CSc2nc3ccccc3[nH]2)s1
→ -1.2 | 5 | nt | -0.5 | 0.5 | -1.2 | 0 | -4 | 1
O=C(N1CCCC1)C12CC3CC(CC(Cl)(C3)C1)C2
→ 0.1 | 6 | 0.1 | -0.8 | 0.9 | -2.0 | 0 | ? | 1

Next records
Below each compound – PfHsp40 yeast | GDH-TPI inh | Mtb BioA inh | BoNT A protease | UGM FP inh | FadD28 FP inh | Anthrax LF inh2 | BoNT-F LC inh | FBA Mtb inh
Cc1cccc(OCC(=O)Nc2ccc(N3CCN(C(=O)c4ccco4)CC3)cc2)c1C
→ -0.5 | -11 | nt | -1.2 | 1.4 | -3.5 | -1 | -4 | 0
Cc1cccc2cc(CNCc3ccccc3)c(Cl)nc12
→ -0.3 | -6 | nt | -0.1 | 1.2 | -1.2 | -6 | -8 | 0
CCCn1nc(NC(=O)c2ccccn2)c2cc3cc(C)ccc3nc21
→ -0.7 | -6 | -3.0 | 17 | -0.1 | -5.5 | -8 | 14 | 13
C=CCn1c(=N)c(C#N)cc2c(=O)n3ccccc3nc21
→ -0.1 | 2 | nt | -0.1 | -2.1 | -3.5 | -1 | 2 | 51*
CC[C@@]1(C(=O)OC)N[C@H](CN(C)C(=O)COc2ccccc2)[C@@H]2C(=O)N(C)C(=O)[C@@H]21
→ -0.7 | -5 | 0.0 | -0.1 | nt | 0.5 | -4 | 2 | -2
Cc1ccccc1C(=O)OCCN(C)Cc1ccccc1
→ 0.6 | -5 | nt | -0.8 | 2.2 | ? | 0 | 0 | 0
NNC(=O)C(Cc1ccccc1)NC(=O)OCc1ccccc1 (stereo unspecified)
→ -0.2 | 1 | nt | -2.0 | 1.0 | -0.6 | -11 | -10 | 1
Cc1nc2ccc(-c3nc4ccc(N)cc4[nH]3)cc2[nH]1
→ 4.4 | 4 | nt | 0.0 | 0.9 | -4.5 | -10 | -28 | +
COC(=O)C1=C(c2cccc(OCc3ccccc3)c2)C[C@@H]2CC[C@H]1N2C(=O)NCc1cccc(C(F)(F)F)c1
→ 3.8 | 4 | 0.6 | 0.3 | 2.8 | -4.5 | 3 | 6 | -3
CCS(=O)(=O)c1ccc2oc(SCC(=O)c3ccco3)nc2c1
→ 0.2 | 11 | 0.7 | -1.0 | -0.3 | -0.8 | 0 | -34 | -2
COc1cccc2cc(C(=O)OCC(=O)N3CC(C)OC(C)C3)c(=O)oc12 (stereo unspecified)
→ -1.2 | 15 | -1.8 | 0.0 | -2.0 | -0.6 | 1 | 8 | -1
COC(=O)c1c(Sc2ccccc2)c2ccccc2n1C
→ -0.2 | 5 | 2.6 | 0.4 | -1.8 | 0.9 | 10 | -10 | 3
CNNC(=S)NC1CC2CC1C1C=CCC21 (stereo unspecified)
→ 1.3 | 2 | -2.0 | 0.8 | -0.8 | -3.1 | 8 | -7 | 1
COC(=O)CSc1nn(-c2ccc(F)cc2)c(=S)s1
→ 1.7 | 1 | nt | -1.5 | 0.4 | -3.2 | -2 | -9 | 3
Cc1nnc(NC(=O)c2ccc(-c3ccc([N+](=O)[O-])cc3)o2)s1
→ 1.0 | 5 | -0.1 | 0.5 | 1.0 | -2.0 | 0 | -1 | -3
Cc1cccc(NC(=O)CSc2cc(C)c(C#N)c3nc4ccccc4n23)c1
→ 0.7 | 18 | -2.3 | 0.0 | -2.0 | -2.3 | 4 | 0 | 13
COc1cc(CN2CCN(CCCc3ccccc3)C(CCO)C2)cc(OC)c1O (stereo unspecified)
→ 0.6 | 1 | 0.2 | -0.6 | 2.0 | -3.4 | -16 | -8 | 1
CN(c1cccc(NC(=O)COc2ccc(Cl)cc2Cl)c1)S(C)(=O)=O
→ 0.6 | -1 | -0.1 | 1.5 | -3.2 | -3.4 | 6 | ? | 3
Cc1cccc(N(CC(=O)NCCSCc2ccccc2)S(C)(=O)=O)c1
→ -0.5 | -3 | 20 | -0.5 | -3.9 | -0.2 | -5 | -5 | -1
CC(C)CNC(=O)c1ccccc1SCC(=O)NC12CC3CC(CC(C3)C1)C2
→ 3.2 | 7 | nt | 0.6 | 3.7 | -1.2 | -3 | -4 | 1

Retrieved one by one from above (2):
Below each compound – PfHsp40 yeast | GDH-TPI inh | Mtb BioA inh | BoNT A protease | UGM FP inh | FadD28 FP inh | Anthrax LF inh2 | BoNT-F LC inh | FBA Mtb inh
CCCn1nc(NC(=O)c2ccccn2)c2cc3cc(C)ccc3nc21
→ -0.7 | -6 | -3.0 | 17 | -0.1 | -5.5 | -8 | 14 | 13
Cc1cccc(N(CC(=O)NCCSCc2ccccc2)S(C)(=O)=O)c1
→ -0.5 | -3 | 20 | -0.5 | -3.9 | -0.2 | -5 | -5 | -1

Carrying on.
Below each compound – PfHsp40 yeast | GDH-TPI inh | Mtb BioA inh | BoNT A protease | UGM FP inh | FadD28 FP inh | Anthrax LF inh2 | BoNT-F LC inh | FBA Mtb inh
COCCNC(=O)/C(C#N)=C/c1c(N2CCN(c3cccc(Cl)c3)CC2)nc2c(C)cccn2c1=O
→ 1.1 | -1 | -1.1 | 1.8 | -0.5 | -2.6 | -9 | 1 | 69*
CC(NC(=O)COC(=O)Cc1ccc(-c2ccccc2)cc1)c1ccccc1 (stereo unspecified)
→ 1.0 | -3 | nt | 0.4 | -3.2 | -6.0 | 1 | 2 | 1
CCCCC1=CC2=C(c3ccco3)C(=O)C(C)(OC(=O)c3ccc(OC)cc3)C(=O)C2=CN1c1ccc(OC)cc1 (stereo unspecified)
→ -1.0 | 17 | -0.7 | -0.2 | 2.0 | -4.2 | -3 | -15 | -1
Cc1nc(SCC(=O)Nc2cc(C)on2)c2c(C)c(C)sc2n1
→ 0.4 | 18 | nt | -2.6 | -0.8 | 1.3 | -6 | -24 | 9
Cc1c(Br)c([N+](=O)[O-])nn1CC(=O)N1CCc2ccccc21
→ -0.7 | 11 | -0.7 | 0.2 | 1.2 | -3.3 | -10 | 1 | 1
CCCc1c(O)nc(SCc2ccccc2)[nH]c1=O
→ 0.1 | 5 | -1.1 | -0.7 | 0.6 | -1.8 | 12 | 2 | -2
CCn1c(=O)c(C(=O)CN2CCOCC2)c(N)n(Cc2ccccc2)c1=O
→ 0.4 | 6 | 0.6 | -1.0 | -0.9 | -0.1 | -7 | -5 | 0
CC1(C)CC2CC(C)(CN2S(=O)(=O)c2ccc(C(=O)Nc3cc(S(=O)(=O)N4CCOCC4)ccc3Cl)cc2)C1 (stereo unspecified)
→ -0.4 | 7 | nt | -0.3 | -0.5 | -1.7 | 0 | 0 | -1
CCOC(=O)NC(=S)Nc1c(C)n(C)n(-c2ccccc2)c1=O
→ 0.6 | -2 | nt | -0.6 | -1.5 | -1.6 | -6 | -1 | 0
CC1CN(C(=O)c2cc(S(=O)(=O)N3CCCCC3)ccc2Cl)CC(C)O1 (stereo unspecified)
→ 0.8 | 4 | 0.5 | -0.2 | -0.2 | -3.9 | -2 | 5 | -2
CCOC(=O)c1ccc(N2C(=O)C(CC(N)=O)N(NC(=O)c3cccc(F)c3)C2=S)cc1 (stereo unspecified)
→ -0.7 | 0 | -0.3 | -3.9 | 0.4 | -0.3 | 10 | 7 | -3
COc1ccc(Nc2cc(C)c3c(O)cccc3n2)cc1
→ -0.8 | 9 | -1.3 | 0.9 | -4.4 | 1.2 | 0 | -2 | 1
C/C(=N\Nc1ccc([N+](=O)[O-])cc1)c1ccc(N2CCOCC2)cc1
→ -0.2 | 1 | -1.3 | 0.1 | -0.5 | -2.7 | -3 | 2 | -2
Cc1ccc(C(=O)Nc2cccnc2N2CCN(C)CC2)cc1
→ -0.2 | 4 | nt | -1.3 | 5.6 | -0.5 | -3 | -4 | -1
Cn1nc(C(C)(C)C)c(NC(=O)c2sccc2Cl)c1C(C)(C)C
→ 1.6 | 3 | -1.0 | ? | 1.4 | -5.3 | 14 | ? | 0
CN(Cc1c(F)cccc1Cl)C(=O)c1cc2ccccc2o1
→ 0.8 | -8 | nt | 0.0 | -1.6 | -1.9 | -5 | 1 | 3
COc1cccc(NC(=O)CN(C)C(=O)C2CC(=O)N(CCc3ccc(OC)c(OC)c3)C2)c1 (stereo unspecified)
→ -1.5 | -2 | 1.0 | 0.4 | nt | -1.8 | 0 | -2 | -2
O=C(/C=C/c1cccs1)NC(=S)Nc1ccccc1
→ -1.5 | 13 | nt | -0.1 | -2.8 | -3.1 | -5 | 0 | 0
CCCC(C)NC(=O)COC(=O)c1cc(Br)c(Br)s1 (stereo unspecified)
→ -0.9 | -3 | 1.0 | -0.6 | -1.2 | -3.2 | -5 | -4 | -1
CC(=O)Nc1ccc(NC(=O)C2CCCN(S(=O)(=O)c3ccc(Cl)cc3)C2)cc1 (stereo unspecified)
→ 0.5 | 5 | -2.1 | -2.5 | -1.1 | 0.0 | -2 | -8 | 2

High-throughput results deposited in PubChem BioAssay by several laboratories.

Rows are unselected. About 4.7% of those tested had a hit in this group.
